FXIa inh 1536 = human FXIa protease inhibitors, primary screen, biochemical, 1536-well; Coagulation factor XI (Homo sapiens), P03951; purified FXIa, Boc-Glu-Ala-Arg-AMC fluorogenic substrate; inhibition, % at 5 µM; 220,000 tested, 0.14% active;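 active = inhibition of at least 40%; inactive = inhibition below 40%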;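 also: fluorescence of freed AMC excited at 355 nm; 0% = enzyme without compound and 100% = no enzyme blank; many of its hits are not listed in these tables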
Target sequence (P03951 19-387 limits assumed): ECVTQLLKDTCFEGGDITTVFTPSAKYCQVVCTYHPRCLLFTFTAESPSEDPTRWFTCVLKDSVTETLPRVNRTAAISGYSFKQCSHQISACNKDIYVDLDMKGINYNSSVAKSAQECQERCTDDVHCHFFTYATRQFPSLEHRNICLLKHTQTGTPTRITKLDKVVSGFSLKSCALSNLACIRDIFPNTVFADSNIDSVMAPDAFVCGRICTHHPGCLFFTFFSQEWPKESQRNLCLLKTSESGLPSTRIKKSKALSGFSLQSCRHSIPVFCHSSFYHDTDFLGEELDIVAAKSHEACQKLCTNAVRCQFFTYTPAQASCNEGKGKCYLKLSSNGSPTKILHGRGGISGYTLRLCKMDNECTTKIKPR
Target sequence (P03951 388-625 limits assumed): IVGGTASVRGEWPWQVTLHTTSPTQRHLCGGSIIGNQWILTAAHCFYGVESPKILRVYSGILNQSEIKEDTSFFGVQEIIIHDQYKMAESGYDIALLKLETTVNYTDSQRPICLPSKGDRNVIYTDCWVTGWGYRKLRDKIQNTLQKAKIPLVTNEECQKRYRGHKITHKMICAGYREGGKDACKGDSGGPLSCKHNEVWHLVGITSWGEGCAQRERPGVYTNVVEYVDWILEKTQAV
Hck-Nef inh = inhibitors of Nef-activated human Hck kinase, primary screen, biochemical, Z-Lyte FRET, 384-well, Hck-YEEI; Tyrosine-protein kinase HCK (Homo sapiens), P08631; Recombinant Hck-YEEI plus Nef, Z-Lyte FRET kinase assay; inhibition, % at 20 µM; 220,000 tested, 0.68% active; AID 463187, 2010;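 active = Hck-Nef kinase inhibition above about 50%, limit read from the data; inactive = inhibition below that limit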;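 also: 0% = DMSO with Hck plus Nef and 100% = Hck alone without Nef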
hK5 inh = human KLK5 protease inhibitors, primary screen, biochemical, 1536-well; 210,000 tested, 0.59% active; Kallikrein-5 (Homo sapiens), Q9Y337; inhibition, % at 5 µM; recombinant hK5, fluorogenic AMC substrate cleavage;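 active = inhibition of 40% or more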;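 also: 0% = enzyme controls without compound and 100% = no-enzyme blanks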
Target sequence (Q9Y337 67-293 limits assumed): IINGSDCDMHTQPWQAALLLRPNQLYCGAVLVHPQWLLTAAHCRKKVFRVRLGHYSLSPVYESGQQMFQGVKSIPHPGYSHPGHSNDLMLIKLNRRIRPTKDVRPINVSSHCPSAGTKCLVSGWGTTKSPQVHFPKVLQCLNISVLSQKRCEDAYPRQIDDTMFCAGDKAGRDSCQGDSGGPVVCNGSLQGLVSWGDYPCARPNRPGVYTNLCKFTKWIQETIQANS
Cl transport mod = KCC2 cotransporter modulators, thallium flux, primary screen, cell-based, HEK293 KCC2, FluoZin-2 fluorescence, MLSMR; Solute carrier family 12 member 5 (Homo sapiens), Q9H2X9; KCC2 cells, thallium flux FluoZin-2 fluorescence; B-score of Tl+ flux slope (higher = more flux/activation; lower = inhibition) at 10 µM; 190,000 tested, 2.2% active; AID 1456, 2008;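 active = thallium flux slope and its plate-corrected score both differing from the plate sample mean at a set confidence after two filtering rounds, in either direction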;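 also: slope of fluorescence scaled to starting intensity during 10 to 20 s after thallium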
L929 necroptosis = inhibitors of zVAD-triggered necroptosis, primary screen, L929 cells | L929 zVAD necroptosis rescue, ATP luminescence, 24 h; with zVAD 60 µM | viability rescue, % at 10 µM | 220,000 tested, 0.38% active | AID 1377, 2008;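 active = activation, scaled between plate controls, above about 75%, limit read from the data; inactive = activation under that limit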;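 also: 0% = zVAD with DMSO and 100% = DMSO alone without zVAD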
TNF death inh = inhibitors of TNF-alpha triggered necroptosis, primary screen, cell-based, Jurkat FADD-/-, single concentration; Jurkat FADD-/- TNF necroptosis rescue, ATP luminescence, 24 h; 0 = TNF only, 100 = no-TNF cells; activation (protection from cell death), % at 10 µM; 220,000 tested, 0.068% active;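 active = activation, meaning protection from cell death, of at least 50% relative to plate controls; inactive = activation below 50%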;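 also: necroptosis triggered by 40 ng/mL TNF-alpha added together with compound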
Thrombin inh = human alpha-thrombin inhibitors, primary screen, counter-screen for coagulation protease inhibitor project, biochemical, 1536-well, fluorogenic AMC substrate. inhibition, % at 5 µM. Boc-VPR-AMC fluorogenic substrate cleavage. Prothrombin (Homo sapiens), P00734. 220,000 tested, 0.26% active;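 active = inhibition at or above 40%; inactive = inhibition below 40%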;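 also: 0% = enzyme with no compound and 100% = wells without enzyme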
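Material: human alpha-thrombin protein. Incubation: reaction at ambient temperature. Technique: fluorescence of released AMC, ex 355 nm, em 460 nm. Control set: no-compound enzyme wells and no-enzyme blanks. Also added: Boc-VPR-AMC substrate, 15 µM final. Buffer or medium: pH 7.5 Tris (50 mM) with NaCl 150 mM, Tween 20 0.05%.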
Rad51 HR inh = human RAD51 strand exchange inhibitors, primary screen, biochemical, fluorescence; 200,000 tested, 0.085% active; hRad51 DNA strand exchange, fluorescence dequenching; DNA repair protein RAD51 homolog 1 (Homo sapiens), Q06609; AID 1385, 2008; inhibition, % at 10 µM;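 active = inhibition above 40% at the single screening dose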;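 also: 0% = DMSO control wells and 100% = blanks with heterologous ssDNA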
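material = hRad51 filaments on single-stranded DNA | reagent = Donor/quencher-labelled 47-bp dsDNA substrate | compound = 10 µM final, single point | schedule = strand-exchange reaction 15 min at room temperature | measured by = fluorescein emission 520 nm, excitation 485 nm | read-out basis = % inhibition versus plate control and blank means | benchmarks = plate controls and plate blanks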
FXIIa inh 1536 = human FXIIa protease inhibitors, primary screen, biochemical, 1536-well; 220,000 tested, 0.3% active; purified FXIIa, Boc-QGR-AMC fluorogenic substrate, 2 h; AID 800, 2007; inhibition, % at 5 µM; Coagulation factor XII (Homo sapiens), P00748; in the data active = inhibition above about 40%;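 also: 0% = enzyme with no compound and 100% = blank without enzyme; many of its hits are not listed in these tables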
An asterisk follows results filed as active.

`O=C(NN1CCOCC1)c1cc(-c2ccccc2)nc2ccccc12` gave FXIa inh 1536 11, Hck-Nef inh 2, hK5 inh 4, Cl transport mod 0.056, L929 necroptosis 0.0, TNF death inh -2.0, Thrombin inh -1, Rad51 HR inh 8 and FXIIa inh 1536 8.
For Cc1ccnn1CCC(=O)O the results were FXIa inh 1536 -4, Hck-Nef inh 5, hK5 inh -3, Cl transport mod -0.082, L929 necroptosis 1.0, TNF death inh 1.6, Thrombin inh -6, Rad51 HR inh -1 and FXIIa inh 1536 4.
COc1ccc(C(=O)Nc2ccc3oc(-c4cccc(F)c4)nc3c2)cc1OC was read as FXIa inh 1536 4, Hck-Nef inh 6, hK5 inh -6, Cl transport mod -0.98, L929 necroptosis 1.0, TNF death inh 1.6, Thrombin inh 2 and FXIIa inh 1536 -13.
Cc1cc(O)c(-c2cc(C(=O)NCc3ccc4c(c3)OCO4)[nH]n2)cc1C was read as FXIa inh 1536 -9, Hck-Nef inh -2, hK5 inh -13, Cl transport mod 0.12, L929 necroptosis 0.9, TNF death inh 1.0, Thrombin inh -13, Rad51 HR inh 2 and FXIIa inh 1536 -12.
For O=C(CCc1nnc(-c2ccc(-c3ccccc3)cc2)o1)N1CCCCC1 the results were FXIa inh 1536 1, Hck-Nef inh 12, hK5 inh 15, L929 necroptosis 0.2, TNF death inh 1.4, Thrombin inh 1 and FXIIa inh 1536 10.
`O=C(NC1=NCCS1)c1ccc(Cl)c(S(=O)(=O)N2CCCCCC2)c1` gave FXIa inh 1536 -3, Hck-Nef inh -30, hK5 inh -3, Cl transport mod -0.38, L929 necroptosis 0.9, TNF death inh 0.9, Thrombin inh -9, Rad51 HR inh -8 and FXIIa inh 1536 7.
For Cc1ccc(-c2nnn(CC(=O)N(CCN3CCOCC3)C(C(=O)NC(C)(C)C)c3ccco3)n2)cc1 (stereo unspecified) the results were FXIa inh 1536 -4, Hck-Nef inh 19, hK5 inh 0, Cl transport mod 0.7, L929 necroptosis 1.5, TNF death inh 0.5, Thrombin inh -1 and FXIIa inh 1536 6.
`O=C(NCc1ccco1)c1csc2c1CCCC2` gave FXIa inh 1536 3, Hck-Nef inh -17, hK5 inh 9, Cl transport mod 0.33, L929 necroptosis -0.6, TNF death inh 8.7, Thrombin inh 1 and Rad51 HR inh -3.
Screening c1ccc(-c2nc(-c3ccco3)n3ccccc23)cc1 returned FXIa inh 1536 0, Hck-Nef inh 18, hK5 inh -6, Cl transport mod -0.54, TNF death inh -0.8, Thrombin inh -1 and FXIIa inh 1536 9.
Cc1ccc(C)c(S(=O)(=O)C(C#N)c2nc3ccccc3nc2N2CCOCC2)c1 (stereo unspecified) was read as FXIa inh 1536 8, Hck-Nef inh 1, hK5 inh 0, Cl transport mod -1.5, L929 necroptosis 0.0, TNF death inh -3.3, Thrombin inh -2, Rad51 HR inh -7 and FXIIa inh 1536 8.
CC(C)Cn1c(O)c(/C=C2\C=NN=C2c2ccccc2)sc1=S was read as FXIa inh 1536 4, Hck-Nef inh 2, hK5 inh -6, Cl transport mod 0.13, L929 necroptosis 0.7, TNF death inh 21, Thrombin inh -5, Rad51 HR inh -3 and FXIIa inh 1536 8.
COc1ccc(NC(=O)CSc2nc3ccccc3c(=O)n2CCC(=O)N2CCCCC2)cc1 was read as FXIa inh 1536 -1, Hck-Nef inh -2, hK5 inh -3, Cl transport mod -0.6, L929 necroptosis -0.4, TNF death inh 0.8, Thrombin inh -1, Rad51 HR inh -2 and FXIIa inh 1536 5.
For O=C(NCCCc1nc2ccccc2[nH]1)c1cccs1 the results were FXIa inh 1536 4, Hck-Nef inh 22, hK5 inh -4, Cl transport mod 1.2, L929 necroptosis 2.9, TNF death inh 2.2, Thrombin inh -1, Rad51 HR inh -2 and FXIIa inh 1536 7.
COc1ccc(NC(NC(=O)c2ccc(OC)cc2)C(Cl)(Cl)Cl)cc1 (stereo unspecified) was read as FXIa inh 1536 7, Hck-Nef inh 0, hK5 inh -11, L929 necroptosis -0.2, TNF death inh -7.1, Thrombin inh 0 and FXIIa inh 1536 17.
Screening Cc1nc(OCC(=O)c2ccc(Cl)cc2)c(C#N)c2c1COC(C)(C)C2 returned FXIa inh 1536 24, Hck-Nef inh 1, hK5 inh -2, Cl transport mod 0.05, L929 necroptosis -0.2, TNF death inh 2.0, Thrombin inh 0, Rad51 HR inh 4 and FXIIa inh 1536 22.
Screening CCCc1cc2c(cc1NC(=O)c1ccc(C(C)(C)C)cc1)OCO2 returned FXIa inh 1536 -6, Hck-Nef inh -2, hK5 inh -6, Cl transport mod 1.3, L929 necroptosis 2.6, TNF death inh 3.1, Thrombin inh -7, Rad51 HR inh 17 and FXIIa inh 1536 0.
Screening CCCCCn1nc(C)c(/C=N\NC(=O)c2cc(C)oc2C)c1C returned FXIa inh 1536 4, Hck-Nef inh 7, hK5 inh -11, Cl transport mod -0.36, L929 necroptosis 2.0, TNF death inh 0.3, Thrombin inh 1, Rad51 HR inh -3 and FXIIa inh 1536 14.
Screening O=c1oc2ccccc2cc1-c1csc(Cc2nc(-c3ccc(Br)cc3)cs2)n1 returned FXIa inh 1536 1, Hck-Nef inh 2, hK5 inh -71, L929 necroptosis 0.1, TNF death inh -7.0, Thrombin inh -4, Rad51 HR inh -5 and FXIIa inh 1536 3.
Screening O=C(COC(=O)[C@@H]1CC(O)CN1S(=O)(=O)c1ccc2c(c1)OCCO2)NCc1ccc(F)cc1 (stereo partly specified) returned FXIa inh 1536 -3, Hck-Nef inh 2, hK5 inh 0, Cl transport mod -1.4, L929 necroptosis 0.4, TNF death inh -1.3, Thrombin inh -3, Rad51 HR inh 2 and FXIIa inh 1536 3.
Screening CCCOc1ccc(CC(=O)NNC(=S)Nc2ccccc2)cc1Br returned FXIa inh 1536 10, Hck-Nef inh 2, hK5 inh -91, Cl transport mod 0.63, L929 necroptosis 0.2, TNF death inh -0.1, Thrombin inh -1, Rad51 HR inh -9 and FXIIa inh 1536 19.
Screening CCOc1c(S(=O)(=O)NC2CC(C)(C)NC(C)(C)C2)ccc(Cl)c1Cl returned FXIa inh 1536 -5, Hck-Nef inh -13, hK5 inh -1, Cl transport mod -2, L929 necroptosis 2.6, TNF death inh 3.7, Thrombin inh -10, Rad51 HR inh 2 and FXIIa inh 1536 5.
CC1(C)C([N+](=O)[O-])C(c2ccc(F)cc2)NC(c2ccc(F)cc2)C1[N+](=O)[O-] (stereo unspecified) was read as FXIa inh 1536 8, Hck-Nef inh -5, hK5 inh -3, Cl transport mod 0.41, L929 necroptosis -1.1, TNF death inh -0.7, Thrombin inh 1, Rad51 HR inh -3 and FXIIa inh 1536 14.
Screening COc1ccc(Cn2nnnc2C(c2ccccn2)N2CCN(c3cc(Cl)ccc3C)CC2)cc1 (stereo unspecified) returned FXIa inh 1536 0, Hck-Nef inh 1, hK5 inh 2, Cl transport mod -0.59, L929 necroptosis 0.8, TNF death inh 0.2, Thrombin inh -4, Rad51 HR inh -3 and FXIIa inh 1536 8.
For COc1cccc(/C(C)=N/NC(=O)c2cc(-c3cccnc3)nc3ccccc23)c1 the results were FXIa inh 1536 2, Hck-Nef inh 3, hK5 inh -14, Cl transport mod -0.28, L929 necroptosis 1.2, TNF death inh 1.2, Thrombin inh -11 and FXIIa inh 1536 3.

Reprinted from the part before: two entries; new compounds follow.
Screening COc1ccc(Cn2nnnc2C(c2ccccn2)N2CCN(c3cc(Cl)ccc3C)CC2)cc1 (stereo unspecified) returned FXIa inh 1536 0, Hck-Nef inh 1, hK5 inh 2, Cl transport mod -0.59, L929 necroptosis 0.8, TNF death inh 0.2, Thrombin inh -4, Rad51 HR inh -3 and FXIIa inh 1536 8.
For COc1cccc(/C(C)=N/NC(=O)c2cc(-c3cccnc3)nc3ccccc23)c1 the results were FXIa inh 1536 2, Hck-Nef inh 3, hK5 inh -14, Cl transport mod -0.28, L929 necroptosis 1.2, TNF death inh 1.2, Thrombin inh -11 and FXIIa inh 1536 3.
O=C(CC(c1ccccc1)c1ccco1)N1CCOCC1 (stereo unspecified) was read as FXIa inh 1536 13, Hck-Nef inh 0, hK5 inh -2, Cl transport mod -0.064, L929 necroptosis 0.8, TNF death inh -0.8, Thrombin inh 2, Rad51 HR inh -1 and FXIIa inh 1536 19.
For COc1ccc(O)c(/C=N/NC(=O)c2ccc(OCc3cccc(Br)c3)cc2)c1 the results were FXIa inh 1536 4, Hck-Nef inh -1, hK5 inh -76, L929 necroptosis 1.3, TNF death inh -16, Thrombin inh 0, Rad51 HR inh -9 and FXIIa inh 1536 8.
Screening CC(C)(C)C(=O)NC(NC(=S)Nc1ccc(S(N)(=O)=O)cc1)C(Cl)(Cl)Cl (stereo unspecified) returned FXIa inh 1536 -1, Hck-Nef inh 1, hK5 inh -5, Cl transport mod 1, L929 necroptosis -0.5, TNF death inh 2.0, Thrombin inh -13, Rad51 HR inh -1 and FXIIa inh 1536 -1.
Screening O=C(Nc1ccc2c(c1)CCC2)c1ccccc1F returned FXIa inh 1536 5, Hck-Nef inh 0, hK5 inh -8, Cl transport mod -1.1, L929 necroptosis 0.5, TNF death inh 2.0, Thrombin inh -4, Rad51 HR inh 1 and FXIIa inh 1536 5.
Screening COc1nc(-c2ccccc2)c2c(c1C#N)CC(C)(C)OC2 returned FXIa inh 1536 -6, Hck-Nef inh 3, hK5 inh -27, Cl transport mod 0.11, L929 necroptosis 0.0, TNF death inh 1.0, Thrombin inh -16, Rad51 HR inh -13 and FXIIa inh 1536 11.
Screening Cc1ccc(SCCC(=O)NCCSCc2ccccc2C)cc1 returned FXIa inh 1536 4, Hck-Nef inh 0, hK5 inh -18, Cl transport mod -3.8, L929 necroptosis 1.0, TNF death inh -3.0, Thrombin inh -4, Rad51 HR inh -8 and FXIIa inh 1536 10.
Screening CC(C)(C)NC(=O)COC(=O)c1ccc(O)cc1 returned FXIa inh 1536 3, Hck-Nef inh 0, hK5 inh 11, Cl transport mod 1.4, L929 necroptosis 0.0, TNF death inh -1.0, Thrombin inh -3, Rad51 HR inh -6 and FXIIa inh 1536 11.
`CCn1c(NCc2ccccn2)nc2c1c(=O)n(C)c(=O)n2C` gave FXIa inh 1536 5, Hck-Nef inh 1, hK5 inh 13, L929 necroptosis 0.2, TNF death inh 0.3, Thrombin inh 5, Rad51 HR inh -4 and FXIIa inh 1536 6.
For C/C=C/C=C\C(=O)Nc1cccc(C2=NOC3(C2)C[C@@H](C(N)=O)N(C(=O)/C(C)=C/C)C3)c1 (stereo partly specified) the results were FXIa inh 1536 4, Hck-Nef inh 17, hK5 inh 3, Cl transport mod 0.62, L929 necroptosis 0.4, TNF death inh 2.0, Thrombin inh 2, Rad51 HR inh 16 and FXIIa inh 1536 8.

Screening data: PubChem, several laboratories

Some of the compounds tested; count on the stated rates, not on these rows.
